Source: PubChem BioAssay
SW480 rerep – DNA re-replication induction in SW480 cells; SW480 DNA re-replication, Hoechst DNA content imaging, 48 h; Potency, µM (top dose mostly 46.1 µM), for inactives: at the top dose re-replication activation, hits mostly activators; 340,000 tested, 1.8% active; AID 624297; further: potency means the concentration at half of the fitted maximal effect; % of control where 0% means no effect; nearly all actives have a fitted effect of over 55% in size
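DNA re-replication was detected as more nuclei of elevated Hoechst intensity after 48 hr exposure to compound (23 nL pinned per well of 250 cells).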
KB-V1 cytotox – kills drug-selected multidrug resistant KB-V1 cells; KB-V1 MDR cells viability, CellTiter-Glo, 72 h; Potency, µM (doses to about 46.1 µM), inactives show at the top dose activity change, negative = cytotoxicity, actives largely listed as cytotoxic; 400,000 tested, 3.4% active; further: potency means the concentration at half of the fitted maximal effect; on the % scale 0 is the no-effect control and ±100 the full control effect; nearly all actives have a fitted effect of over 60% in size
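qHTS viability screen in drug-selected KB-V1 MDR cells: 72 h compound treatment at 37 degrees C, ATP luminescence end point.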
HT1080 IDH1KD tx – HT-1080 IDH1 knockdown cell toxicity (counter line); Potency, µM (titrated, usually from 46.1 µM), inactives show at the highest dose activity, negative = toxicity, most hits filed as cytotoxic; HT-1080 IDH1 knockdown viability, ATP luminescence, 48 h; 360,000 tested, 2% active; AID 686971;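 further: potency means the concentration at half of the fitted maximal effect; 0% = DMSO wells and -100% = cell-free medium wells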
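Cytotoxicity counter-line: IDH1KD HT-1080, 48 h, CellTiter-Glo. Curves classed by r2, magnitude and activity.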
ATXN2 expr inh – ATXN2 expression inhibition. HEK-293 ATXN2-luciferase reporter, luminescence, 24 h. Potency, µM (series often up to 57 µM), without a hit: at the highest dose activity change, negative = inhibition, usual class: inhibitors. 360,000 tested, 0.72% active. AID 1745845; further: potency means the concentration at half of the fitted maximal effect; on the % scale 0 is the no-effect control and ±100 the full control effect; nearly all actives have a fitted effect of over 55% in size
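ATXN2-luciferase reporter cells (luciferase flanked by upstream and downstream ATXN2 gene portions) were treated 24 h at 37 °C with compounds at up to 57 uM. SteadyGlo luminescence gave expression; GF-AFC fluorescence gave viability.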
HT1080-NT tox – kills 2HG-producing HT-1080-NT fibrosarcoma cells. HT-1080-NT fibrosarcoma viability, CellTiter-Glo ATP luminescence, 48 h. Potency, µM (doses to about 46.1 µM), without a hit: at the top dose activity, negative = less viability, usual class: cytotoxic. 360,000 tested, 1.6% active. AID 686970;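 further: NT is the 2HG producing partner of a matched IDH1 knockdown line; potency means the concentration at half of the fitted maximal effect; 0% = DMSO-treated cells and -100% = media-only wells without cells; nearly all actives have a fitted effect of over 55% in size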
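Toxicity toward the 2HG-producing NT line was scored as %Activity, normalised to DMSO and no-cell wells, from CellTiter-Glo luminescence after 48 hours' treatment.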
KB-3-1 cytotox – KB-3-1 parental cell cytotoxicity; KB-3-1 viability, CellTiter-Glo ATP luminescence, 72 h; Potency, µM (doses to about 46.1 µM), for the others: at the highest dose activity change, negative = cytotoxic, actives largely listed as cytotoxic; 400,000 tested, 1.4% active; AID 1347075; further: potency means the concentration at half of the fitted maximal effect; on the % scale 0 is the no-effect control and ±100 the full control effect; nearly all actives have a fitted effect of over 60% in size
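Parental KB-3-1 adenocarcinoma cells in phenol-red-free DMEM with 10% FBS were pin-treated with compounds at several concentrations, incubated 72 h at 37 °C, and viability read by CellTiter-Glo luminescence; concentration-effect curves were fitted after normalization.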
MCF10A rerep – induces DNA re-replication in MCF 10a normal breast cells; MCF 10A DNA re-replication, Hoechst nuclear intensity, 48 h; Potency, µM (top dose mostly 46.1 µM), without a hit: top-dose activity, positive = re-replication, usual class: activators; 350,000 tested, 2.9% active; AID 624296; further: potency means the concentration at half of the fitted maximal effect; % of control where 0% means no effect; nearly all actives have a fitted effect of over 50% in size
WRN inhibitor – WRN helicase (human) inhibition; WRN helicase unwinding, fluorescent forked duplex, kinetic; Potency, µM (series often up to 114 µM), without a hit: top-dose activity change, negative = inhibition, actives largely listed as inhibitors; Q14191; 360,000 tested, 0.46% active; further: potency means the concentration at half of the fitted maximal effect; on the % scale 0 is the no-effect control and ±100 the full control effect; nearly all actives have a fitted effect of over 55% in size
Target sequence (Q14191 whole entry, looked up): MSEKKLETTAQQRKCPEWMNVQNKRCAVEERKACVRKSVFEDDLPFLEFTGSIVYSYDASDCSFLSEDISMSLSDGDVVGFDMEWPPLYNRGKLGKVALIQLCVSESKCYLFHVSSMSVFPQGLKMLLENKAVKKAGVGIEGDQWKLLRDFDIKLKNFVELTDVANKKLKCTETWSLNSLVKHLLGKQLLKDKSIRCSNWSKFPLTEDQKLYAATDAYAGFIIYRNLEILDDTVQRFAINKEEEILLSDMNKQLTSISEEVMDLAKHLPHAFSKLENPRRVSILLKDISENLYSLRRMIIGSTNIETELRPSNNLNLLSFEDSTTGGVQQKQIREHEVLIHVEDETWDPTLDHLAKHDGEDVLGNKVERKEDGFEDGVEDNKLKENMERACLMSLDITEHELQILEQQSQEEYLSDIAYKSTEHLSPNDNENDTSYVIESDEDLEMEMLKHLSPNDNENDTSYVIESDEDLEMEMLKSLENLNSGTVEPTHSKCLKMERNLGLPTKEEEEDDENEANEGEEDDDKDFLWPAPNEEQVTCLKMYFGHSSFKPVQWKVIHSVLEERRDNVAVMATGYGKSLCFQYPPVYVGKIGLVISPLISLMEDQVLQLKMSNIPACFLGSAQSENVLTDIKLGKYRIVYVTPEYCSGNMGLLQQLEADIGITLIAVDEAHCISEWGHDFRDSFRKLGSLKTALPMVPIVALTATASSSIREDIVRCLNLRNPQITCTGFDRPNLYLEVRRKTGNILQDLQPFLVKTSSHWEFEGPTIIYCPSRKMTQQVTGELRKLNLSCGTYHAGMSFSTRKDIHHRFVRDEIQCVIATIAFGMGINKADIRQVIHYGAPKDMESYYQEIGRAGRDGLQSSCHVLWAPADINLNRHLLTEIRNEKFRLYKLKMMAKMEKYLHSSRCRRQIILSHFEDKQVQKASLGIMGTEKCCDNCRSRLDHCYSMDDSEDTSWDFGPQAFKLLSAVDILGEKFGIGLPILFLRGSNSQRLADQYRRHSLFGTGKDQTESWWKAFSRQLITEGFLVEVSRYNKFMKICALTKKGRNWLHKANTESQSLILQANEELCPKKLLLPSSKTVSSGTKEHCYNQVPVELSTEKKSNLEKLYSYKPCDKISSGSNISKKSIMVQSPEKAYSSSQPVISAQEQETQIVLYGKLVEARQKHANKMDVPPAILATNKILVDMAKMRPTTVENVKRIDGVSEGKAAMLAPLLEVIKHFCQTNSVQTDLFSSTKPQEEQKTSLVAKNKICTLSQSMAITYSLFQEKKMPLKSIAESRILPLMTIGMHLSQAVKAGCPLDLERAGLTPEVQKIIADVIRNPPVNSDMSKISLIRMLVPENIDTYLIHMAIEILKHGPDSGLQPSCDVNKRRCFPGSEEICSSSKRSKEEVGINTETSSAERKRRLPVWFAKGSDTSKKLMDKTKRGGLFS
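Fluorescence dequenching readout, ex 525 nm/em 598 nm, kinetic mode: forked duplex DNA (100 nM final) with adjacent fluorophore and quencher unwound by WRN (20 nM final) with 2 mM ATP. Compound preincubation 15 min, room temperature.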
IL1B secr inh – blocks inflammasome-driven IL-1 beta release; THP-1 LPS/ATP IL-1B secretion, AlphaLISA, 16 h; stronger effect = lower value; activity change, % at 57.5 µM; 360,000 tested, 4.7% active; AID 743279; in the data active means activity change below about -50%; inconclusive means mostly about -30% to -49%; further: on the % scale 0 is the no-effect control and ±100 the full control effect
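Secreted IL-1B measured by AlphaLISA bead assay after 16 h compound exposure of THP-1 cells; compounds (final up to 57.5 uM) added 1 h before LPS (250 ng/mL) and ATP (1.25 mM) stimulation; lower signal means less secretion.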
Starred values were filed as active, the others as inactive; ? = inconclusive; nt = no result given; & = joins results of further samples; [ ] = dose if it differs, or a comment. Unless noted, the call rests on the fitted dose curve; in most records, active means well fitted curve in the direction sought with a large enough effect; inconclusive means small, poorly fitted or top-dose-only effect, or another doubt; inactive means no such curve, though single readings can be large; an effect the other way counts as inactive or inconclusive.

SMILES	SW480 rerep	KB-V1 cytotox	HT1080 IDH1KD tx	ATXN2 expr inh	HT1080-NT tox	KB-3-1 cytotox	MCF10A rerep	WRN inhibitor	IL1B secr inh
COc1ccc(-c2[nH]ncc2CN(CC2CCC(=O)N2)C(C)C)cc1F (stereo not drawn)	1%	22%	6%	-2%	1%	11%	-4%	16%	3
Cc1cc(C)cc(C(=O)OCC(=O)N2CCCC2)c1	4%	0%	5%	-8%	9%	3%	-8%	-12%	28
CC(C(=O)OCC(=O)c1ccc(F)cc1)N1C(=O)C2C3C=CC(C3)C2C1=O (stereo not drawn)	-11%	12%	3%	6%	5%	-1%	12%	-6%	20
Cn1c(COc2ccc(Cl)cc2)nnc1SCc1ncc(-c2ccccc2)o1	5%	-23%	-20%	?	-1%	-1%	10%	-11%	-12
CCOC(=O)c1cc2c(=O)n3ccccc3nc2n(Cc2ccco2)c1=NC(=O)c1cccnc1	6.5µM*	0%	-3%	9%	2%	-1%	?	?	1
COC(=O)/C(C#N)=C/c1c(N2CCN(c3cccc(Cl)c3)CC2)nc2c(C)cccn2c1=O	-34%[inhibitor]	3%	5%	-12%	0%	?	9%	-1%[57.1 µM]	50
CCOC(=O)c1ccccc1OC(=O)CS(=O)c1ccccc1[N+](=O)[O-] (stereo not drawn)	14%	-16%	-7%	2%	-13%	19%	-16%	-6%	-28
CC1CN(c2ccccc2)c2nc3c(c(=O)[nH]c(=O)n3C)n2C1 (stereo not drawn)	6%	-18%	-7%	7%	0%	-7%	0%	14%	22
Cc1nnc(NC(=O)C2CCN(c3nnnn3-c3ccccc3)CC2)s1	-13%	-18%	-1%	2%	4%	13%	0%	1%	25
COC(=O)c1ccccc1S(=O)(=O)N1CCC(c2nc3ccccc3o2)CC1	-6%	12µM*	4%	-3%	21%	-7%	9%	3%	-14
Cc1c(C(=O)Nc2ccc(-n3cnnn3)cc2)oc2ccccc12	?	-20%	-30%	-14%	?	0%	9%	-5%	23
Cc1cccc(NC(=O)C2CCCN(S(=O)(=O)c3ccc4c(c3)oc(=O)n4C)C2)c1 (stereo not drawn)	5%	4%&0%	-14%	4%	16%	9%&-17%	14%	-3%	-7
Cc1ccc(Cn2ccc(NC(=O)CCSc3nc(-c4ccco4)cc(C(F)(F)F)n3)n2)cc1	2%	-22%	?	-20%	-26%	-18%	?	-2%	8
Cc1c(C2=CCN(S(=O)(=O)c3ccc(Cl)cc3)CC2)c2ccccc2n1C	-7%	0%	10%	-13%	11%	?	14%	?	-1
CCOCC(=O)NC1CCc2cc(OC(=O)COCC)c(OC)c(OC)c2-c2ccc(SC)c(=O)cc21 (stereo not drawn)	0.082µM*	16µM*	0.15µM*	-12%	0.073µM*	0.0092µM*	?	-1%	27
CC[C@@]1(C(=O)OC)N[C@H](CN(C)S(=O)(=O)c2ccc(C(F)(F)F)cc2)[C@@H]2C(=O)N(C)C(=O)[C@@H]21	?	0%	7%	4%	8%	13%	-5%	1%	17
COC(=O)c1cc(=O)nc2sccn12	2%	26%	-1%	-12%	-2%	9%	0%	14%[57.1 µM]	8
Cc1cc(C)c(N)c(C(=O)O)c1	-2%	8%	10%	nt	12%	-2%	-8%	4%	10
O=C(NCc1ccccc1)c1cc(C2CCCN(S(=O)(=O)c3ccccc3)C2)on1 (stereo not drawn)	nt	-1%	1%	4%	0%	0%	nt	-8%	-13
O=C1NC2=C(C(=O)c3ccccc32)C(c2ccccc2)N1 (stereo not drawn)	-20%	?	-6%	1%	-6%	-13%	-6%	-6%	-1
CC(=O)Nc1ccc(NC(=O)C(C)Sc2n[nH]c(-c3cccs3)n2)cc1 (stereo not drawn)	-20%	-16%	-5%	nt	0%	0%	1%	-4%	6
Cc1ccc(S(=O)(=O)N2CCN(Cc3ccsc3)CC2)cc1	3%	?	-4%	-3%	3%	12%	4%	-3%[57.1 µM]	9
NS(=O)(=O)c1ccc(CCNC(=O)c2cc(S(=O)(=O)N3CCCCC3)ccc2Cl)cc1	nt	3%	-4%	nt	-4%	5%	nt	6%	14
O=C(NC1CCN(Cc2ccccc2)CC1)c1cc(S(=O)(=O)Nc2ccc(F)cc2)ccc1Cl	0%	-4%	9%	-20%	0%	?	15%	-3%	-69*
COc1cc(C(=O)Nc2ccc(S(=O)(=O)N(C)c3ccccc3)cc2)cc(OC)c1OC	-6%	0%	-13%	6%	-2%	4%	22%	-6%	?
CC(Oc1ccccc1)C(=O)N=Nc1c(O)[nH]c2ccc(Br)cc12 (stereo not drawn)	-14%	-8%	0%	-7%	-4%	23%	8%	2%	25
O=C(Cc1csc(Nc2nc(=S)[nH]c3ccccc23)n1)N1CCN(c2cccc(C(F)(F)F)c2)CC1	9%	23µM*	-1%	-26%	-10%	13µM*	?	-2%	41
O=C(Cc1ccccc1)N1CCN(c2ncccn2)CC1	-16%	11%	4%	14%[11.3 µM]	4%	8%	7%	4%	6
Cc1cc(C)nc(-n2nc(C)cc2NC(=O)CN2CCC(C)CC2)n1	-8%	?	-6%	-4%	-2%	1%	11%	4%	14
Cc1ccc(C(=O)NCc2ccccn2)cc1S(=O)(=O)N1CCOCC1	-3%	3%	7%	6%	3%	11%	-2%	2%	-11
COc1ccc(CCn2c(-c3ccc(F)cc3)nc3c(c(=O)c4ccccc4n3C)c2=O)cc1OC	-11%	0%	6%	-1%	0%	8%	1%	1%	52
CC1(C)SC2c3ccccc3C(=O)N2[C@@H]1C(=O)NC1CCCC1 (stereo partly drawn)	1%	30%	11%	-9%	2%	10%	0%	-3%	10
C=CCN(CC=C)C(=O)CN1C(=O)NC(c2ccccc2)(c2ccccc2)C1=O	-3%	-14%	-8%	-1%	-1%	-1%	0%	-8%	-24
CCn1c(SCC(=O)Nc2nncs2)nnc1C(C)NC(=O)c1ccccc1Br (stereo not drawn)	2%	-4%	13%	-25%	-3%	-4%	-1%	0%	-20
C[C@H](NC(=O)Nc1ccccc1F)C(=O)O	-18%	13%	1%	-10%	-5%	8%	?	-16%	0
N#CCCn1cc(/C=C2\NC(=S)N(c3ccccc3)C2=O)c(-c2ccc(F)cc2)n1	5%	8%	-4%	-21%	-12%	14%	?	-2%	?
CCOC(=O)C1=C(C)NC(=O)NC1c1ccc(OCC(=O)N2CCCCC2)cc1 (stereo not drawn)	-11%	?	8%	-6%	8%	1%	-14%	-2%	-6
COC1OC2COC(c3ccccc3)OC2C(O)C1N (stereo not drawn)	-3%	?	18%	3%	22%	-12%	2%	-1%	-16
Cc1cccc(NC(=O)CSCC(=O)N=c2sccn2C)c1	15%	9%	-3%	6%	0%	-3%	-3%	-16%	11
O=C(Nc1cccc(Cl)c1)C1C2CCC3C(CCC21)C3(Cl)Cl (stereo not drawn)	7%	21µM*	?	?	?	?	-7%	-6%	-72*
O=C(NCC(=O)N(Cc1ccc(F)cc1)C(C(=O)NC1CCCC1)c1ccco1)c1ccco1 (stereo not drawn)	5%	-8%	10%	-1%	14%	13%	-4%	1%	15
Cc1noc(C)c1C(=O)OCC(=O)N(C)C1CCS(=O)(=O)C1 (stereo not drawn)	-7%	1%	7%	25%	2%	1%	-7%	5%	0
COc1ccc(NC(=O)C(c2ccc(C)cc2)N(C)C(=O)c2cnccn2)cc1 (stereo not drawn)	-4%	-3%	16%	11%	?	3%	-4%	-1%	-7
CC(C)CC(=O)Nc1ccc(C(=O)CN2CCC(C)CC2)cc1	-1%	-1%	15%	1%	7%	13%	-2%	5%	4
COc1ccc(CN(C(=O)c2nsc(Cl)c2Cl)C(C(=O)NC2CCCCC2)c2ccc(OC)cc2)cc1 (stereo not drawn)	2%	21µM*	?	-30%	?	-13%	2%	-5%	-21
Cc1ccc(C(=O)NCCCNc2ccccc2[N+](=O)[O-])cc1	-9%	10%	0%	-15%	-11%	-2%	2%	4%	?
CCC1(C)Cc2c(sc3[nH]c(=O)[nH]c(=O)c23)CS1 (stereo not drawn)	-6%	12µM*	8%[9.24 µM]	5%	16%	-10%	1%	-15%	0
COc1ccccc1C(=O)Nc1ccc2c(c1)nc1n2CCN(C2CCCCC2)C1	2%	?	?	?	?	-7%	?	-10%	68
COc1cc2cc(C(c3nnnn3C3CCCC3)N(C)C3CCCCC3)c(=O)[nH]c2cc1OC (stereo not drawn)	-2%	1%	?	-1%	-15%	-1%	-23%	3%	-7
CCc1ccc2c(c1)C1(SC(NC(C)=O)=NN1C(C)=O)C(=O)N2C(C)C (stereo not drawn)	-1%	-9%	3%	13%	8%	1%	1%	-7%	3
CC(C)(C)C(=O)Nc1ccc(Cc2ccncc2)cc1	3%	-12%	23%	2%	29%	-22%	0%	8%	12
CCOc1cc(/C=N/NC(=O)C(=O)NC)cc(Br)c1O	-1%	0%	-13%	-3%	-3%	-5%	-4%	-4%	9

Four records drawn at random from the list so far:
SMILES	SW480 rerep	KB-V1 cytotox	HT1080 IDH1KD tx	ATXN2 expr inh	HT1080-NT tox	KB-3-1 cytotox	MCF10A rerep	WRN inhibitor	IL1B secr inh
CCOc1cc(/C=N/NC(=O)C(=O)NC)cc(Br)c1O	-1%	0%	-13%	-3%	-3%	-5%	-4%	-4%	9
CCC1(C)Cc2c(sc3[nH]c(=O)[nH]c(=O)c23)CS1 (stereo not drawn)	-6%	12µM*	8%[9.24 µM]	5%	16%	-10%	1%	-15%	0
CCc1ccc2c(c1)C1(SC(NC(C)=O)=NN1C(C)=O)C(=O)N2C(C)C (stereo not drawn)	-1%	-9%	3%	13%	8%	1%	1%	-7%	3
COc1cc2cc(C(c3nnnn3C3CCCC3)N(C)C3CCCCC3)c(=O)[nH]c2cc1OC (stereo not drawn)	-2%	1%	?	-1%	-15%	-1%	-23%	3%	-7
